3CLpro inhibitor – SARS-CoV 3CLpro protease inhibition; recombinant SARS-CoV 3CLpro, quenched FRET peptide cleavage; P0C6X7; inhibition, % at 6 µM; hit rate 0.14% among 290,000; in the data active = inhibition above about 12%
PriA SSB inh – blocks PriA binding to SSB C-terminal tail; AID 1272365; inhibition, % at 33 µM; AlphaScreen SSBct-PriA binding, biotinylated peptide; hit rate 0.6% among 430,000; in the data active = inhibition mostly above about 37%, no sharp cut-off; inactive = mostly below about 20%;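 note: plate controls were negative control peptide for no effect and reference peptide for full effect; strong numbers were not always called active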
* = called active by the depositor; x = not tested or not shown; & = joins results of further samples. A portion of the library, so the mix of outcomes need not match the whole.

SMILES | 3CLpro inhibitor | PriA SSB inh
Cc1cc(-c2cccs2)nn1CCNC(=O)c1cncc(Br)c1 | x | -13
COc1ccccc1C=NNc1nccnc1Cl | x | -2
Cc1oc(-c2ccc(OC(C)C)cc2)nc1Cn1c(=O)n(CC2CCCO2)c(=O)c2ccccc21 (configuration not stated) | x | -3
Cc1ccc2nc(C3CN(C(=O)Nc4cccs4)C3)[nH]c2c1 | x | 3
CC(C)c1ccc(NC(=O)C(=O)NC[C@@H](c2ccsc2)N(C)C)cc1 | x | -1
CCOc1ccc(-c2csc(SCc3ccc(C(=O)O)o3)n2)cc1 | x | 15
O=C(CCS(=O)(=O)c1ccccc1)NCc1ccccc1-c1ccsc1 | x | -7
COc1cccc(-n2ccn3c(-c4ccc([N+](=O)[O-])cc4)nnc3c2=O)c1 | x | -9
Cc1sc2nc3n(c(=O)c2c1C)CC=C(c1ccccc1)S3 | x | -3
O=C1SC(Nc2cccc([N+](=O)[O-])c2)C(=O)N1c1ccc(F)cc1 (configuration not stated) | x | 3
Cc1nn(C)c(C)c1S(=O)(=O)NCC1CCN(C(=O)COc2ccccc2)CC1 | x | 4
O=C(c1cccs1)c1ccc(CNS(=O)(=O)CCOc2ccccc2)s1 | x | -4
Cc1cccn2c(NC[C@@H]3CCCO3)c(C(C)C)nc12 | x | -14
CC(=O)Nc1ccc(C(=O)N2CCC(c3nn(C)c(=O)n3C3CC3)CC2)cc1 | x | 0
CCSc1ccc(C(=O)Nc2c(C(N)=O)oc3ccccc23)cc1 | x | -1
Cc1cc(C(F)(F)F)c(C#N)c(SCCc2ccccc2)n1 | x | -53
COC(CNC(=O)N1CCNC1=O)c1ccsc1 (configuration not stated) | x | -19
CC(=O)C1C(c2cccc(C)c2)NC(=O)NC1(O)C(F)(F)F (configuration not stated) | x | 4
Cc1cc(C)c(NC(=O)C2(c3cccs3)CCCC2)c(C)c1 | x | -16
CC(=CC(=O)c1ccccc1)Nc1ccc(Cl)c(Br)c1 | x | -7
CCn1nc(C(=O)N(Cc2ccccn2)c2nc3c(F)cccc3s2)cc1C | x | -4
CC(C)NC(=O)Cn1c(-c2cccnc2)nc2ccccc21 | x | -29
CCC(=O)N1Cc2ccccc2-c2ccccc2C1=O | 1 | -17
COC(=O)c1sc(SC)nc1N | -2 | -14
CCc1nc(SCc2nnc(-c3ccc(C)cc3)o2)c2c(C)c(C)sc2n1 | -4 | -11
O=c1[nH][nH]c(=S)n1C1CCCCC1 | -1 | 4
CC(C)(O)[C@H]1O[C@H]2CC[C@@]3(C)[C@@](O)(CC[C@H]4Cc5c([nH]c6ccccc56)[C@@]43C)C2=CC1=O | 7 | -4
NC(=S)NNC(=O)c1cccc(Br)c1 | 0 | -6
O=C(Nc1ccccc1)Nc1ccc(Oc2ncnc3cc(Cl)ccc23)nc1 | -2 | -8
CCOc1cc(C(=O)OCc2ccc(C(=O)OC)o2)cc(Br)c1OC | -5 | -2

Part of the list above in order of molar mass, low to high.
SMILES | 3CLpro inhibitor | PriA SSB inh
COC(=O)c1sc(SC)nc1N | -2 | -14
CC(C)NC(=O)Cn1c(-c2cccnc2)nc2ccccc21 | x | -29
CCn1nc(C(=O)N(Cc2ccccn2)c2nc3c(F)cccc3s2)cc1C | x | -4

Further compounds follow.
SMILES | 3CLpro inhibitor | PriA SSB inh
Cc1noc(C)c1S(=O)(=O)N1CCC(C(=O)N2CCN(c3ccc(F)cc3)CC2)CC1 | 3 | -6
CCNc1c2c3c(cccc3n(C)c1=O)C(=O)c1ccccc1-2 | -40 | -8
CC(C)On1c(SCC(=O)N(C)C)nc2ccccc2c1=O | 4 | -5
Clc1nc(Cl)nc(-c2cn(-c3ccccc3)c3ccccc23)n1 | -3 | -6
COc1cccc(-c2cc(=O)c3cc(NC(=O)c4ccc(N(C)C)cc4)ccc3[nH]2)c1 | -3 | -3
O=C(O)c1coc2ccccc12 | -4 | -5
O=C(c1cc(NC(=O)C23CC4CC(CC(C4)C2)C3)cc(NC(=O)C23CC4CC(CC(C4)C2)C3)c1)N1CCCCC1 | 4 | -11
O=C(NC(=O)c1ccccc1)NC1(C(F)(F)F)OCCO1 | -4 | -5
COCCn1c(-c2cc(OC)c(OC)c(OC)c2)nc2oc3cc(OC)ccc3c(=O)c2c1=O | 0 | -10
Cc1cc(C(=O)COC(=O)CCc2nc3ccccc3c(=O)[nH]2)c(C)n1CC1CCCO1 (configuration not stated) | -5 | 1
O=[N+]([O-])c1cc(CN2CCOCC2)c2cccnc2c1O | 2 | 92*
N#Cc1ccc(OCC(=O)n2cc(C(=O)c3cc(Cl)cc(Cl)c3O)cn2)cc1 | 4 | -3
COC(=O)C1=NN(C(=O)c2ccc(C)cc2)C(O)(c2ccc(Cl)cc2)C1 (configuration not stated) | 3 | -8
COC(=O)[C@@]1(Cc2ccc(OC)cc2)[C@H]2c3cc(C(=O)N(C)C)n(Cc4ccc(OC(F)(F)F)cc4)c3C[C@H]2CN1C(=O)c1ccccc1 | 4 | 9
COc1ccccc1-c1nnc(NC(=O)c2ccc(S(=O)(=O)N(C)Cc3ccccc3)cc2)o1 | -3 | -9
CC1CCCCC1NC(=O)/C(C#N)=C/c1ccc2c(c1)OCCO2 (configuration not stated) | -4 | -11
CC(=O)Nc1nccc(-c2cc(-c3ccccc3)no2)n1 | 7 | 4
CC(C)C[C@@H]1NC(=O)[C@H](C(C)C)NC(=O)c2cc([N+](=O)[O-])cc(I)c2NCC[C@@H](C(N)=O)NC1=O | -2 | -12
O=c1cc(-c2c(F)c(F)c(F)c(F)c2F)oc2c(F)c(F)c(F)c(F)c12 | 3 | -1
COc1ccc(C)cc1NC(=O)CCC(=O)Nc1ccc2nc(N3CCN(C)CC3)cc(C)c2c1 | -5 | 2
O=C(O)c1cc2sccc2s1 | 0 | -6
O=C(Nc1ccccc1-c1nnn(CC(=O)N2CCCc3ccccc32)n1)c1cccc(Cl)c1 | 1 | -5
O=C(OCCN1C(=O)c2cccc3c(N4CCOCC4)ccc(c23)C1=O)c1cccc(Cl)c1 | 0 | -19
COC(=O)C1=C(C)N(Cc2ccccc2)C(=NCCCCO)N[C@H]1c1ccccc1 | 3 | 5
COC(=O)[C@H](Cc1ccccc1)NC(=O)O[C@H]1C(=O)c2ccc(OC)cc2O[C@@H]1c1ccc2c(c1)OCO2 | 0 | 9
CCn1cc(C(=O)O)c(=O)c2cnc(N3CCN(C(=S)NC(=O)c4ccc(Cl)cc4)CC3)nc21 | -3 | -5
COc1cc(C(=O)NCCN2C(=O)S/C(=C\c3ccc(F)cc3)C2=O)ccc1OCC(=O)N1CCOCC1 | 3 | -14
O=C(O)C1OC(Oc2c(-c3ccc(O)c(O)c3)oc3cc(O)cc(O)c3c2=O)C(O)C(O)C1O (configuration not stated) | -1 | -8
O=C1/C(=C\c2cccnc2)CN(Cc2ccccc2)C/C1=C\c1cccnc1 | -1 | 9
COc1ccc2[nH]c3c(NCc4ccco4)ncnc3c2c1 | 2 | 9
CCN(CC)CCN1C(=O)C(O)=C(C(=O)c2cc3cccc(OC)c3o2)C1c1cccs1 (configuration not stated) | -3 | 14
Cc1nn(Cc2ccccc2)c(C)c1NC(=O)CSc1nc2sc3c(c2c(=O)n1C)CCC3 | 2 | -10
Cn1c(N)c(C(=O)COC(=O)c2cc(C(F)(F)F)nc3ccccc23)c(=O)n(Cc2ccccc2)c1=O | 0 | -11
O=Cc1cc2cc3c(cc2nc1Cl)OCCO3 | -1 | 12&0
CC1(C)Cc2c(c(-c3ccccc3)nc3sc4c(=O)[nH]c(=S)[nH]c4c23)CO1 | 0 | -12
O=C(c1cnn(C(=O)c2cccc(S(=O)(=O)N3CCOCC3)c2)c1)c1cc(Cl)cc(Cl)c1O | 1 | -10
O=C(NC(=O)N1CCN(c2ccc([N+](=O)[O-])cn2)CC1)c1c(Cl)cccc1Cl | 5 | -11
CCCc1nc2c(C)cc(-c3nc4ccccc4n3C)cc2n1Cc1ccc(-c2ccccc2C(=O)O)cc1 | -3 | -8
CSC1=NP(=S)(SC)N(C)c2nc3n(c21)CCC3 (configuration not stated) | 0 | 0
CCOC(=O)C1=C(C)OC(N)=C(C#N)C1c1cc2ccccc2nc1N1CCCCC1 (configuration not stated) | 0 | -3

Reformatted with values under each structure: part of the list above
Values in the order – 3CLpro inhibitor | PriA SSB inh
COc1ccccc1-c1nnc(NC(=O)c2ccc(S(=O)(=O)N(C)Cc3ccccc3)cc2)o1
 : -3 | -9
CC1CCCCC1NC(=O)/C(C#N)=C/c1ccc2c(c1)OCCO2 (configuration not stated)
 : -4 | -11
CC(=O)Nc1nccc(-c2cc(-c3ccccc3)no2)n1
 : 7 | 4
CC(C)C[C@@H]1NC(=O)[C@H](C(C)C)NC(=O)c2cc([N+](=O)[O-])cc(I)c2NCC[C@@H](C(N)=O)NC1=O
 : -2 | -12
O=c1cc(-c2c(F)c(F)c(F)c(F)c2F)oc2c(F)c(F)c(F)c(F)c12
 : 3 | -1
COc1ccc(C)cc1NC(=O)CCC(=O)Nc1ccc2nc(N3CCN(C)CC3)cc(C)c2c1
 : -5 | 2
O=C(O)c1cc2sccc2s1
 : 0 | -6
O=C(Nc1ccccc1-c1nnn(CC(=O)N2CCCc3ccccc32)n1)c1cccc(Cl)c1
 : 1 | -5
O=C(OCCN1C(=O)c2cccc3c(N4CCOCC4)ccc(c23)C1=O)c1cccc(Cl)c1
 : 0 | -19
COC(=O)C1=C(C)N(Cc2ccccc2)C(=NCCCCO)N[C@H]1c1ccccc1
 : 3 | 5
COC(=O)[C@H](Cc1ccccc1)NC(=O)O[C@H]1C(=O)c2ccc(OC)cc2O[C@@H]1c1ccc2c(c1)OCO2
 : 0 | 9
CCn1cc(C(=O)O)c(=O)c2cnc(N3CCN(C(=S)NC(=O)c4ccc(Cl)cc4)CC3)nc21
 : -3 | -5
COc1cc(C(=O)NCCN2C(=O)S/C(=C\c3ccc(F)cc3)C2=O)ccc1OCC(=O)N1CCOCC1
 : 3 | -14
O=C(O)C1OC(Oc2c(-c3ccc(O)c(O)c3)oc3cc(O)cc(O)c3c2=O)C(O)C(O)C1O (configuration not stated)
 : -1 | -8
O=C1/C(=C\c2cccnc2)CN(Cc2ccccc2)C/C1=C\c1cccnc1
 : -1 | 9
COc1ccc2[nH]c3c(NCc4ccco4)ncnc3c2c1
 : 2 | 9
CCN(CC)CCN1C(=O)C(O)=C(C(=O)c2cc3cccc(OC)c3o2)C1c1cccs1 (configuration not stated)
 : -3 | 14
Cc1nn(Cc2ccccc2)c(C)c1NC(=O)CSc1nc2sc3c(c2c(=O)n1C)CCC3
 : 2 | -10
Cn1c(N)c(C(=O)COC(=O)c2cc(C(F)(F)F)nc3ccccc23)c(=O)n(Cc2ccccc2)c1=O
 : 0 | -11
O=Cc1cc2cc3c(cc2nc1Cl)OCCO3
 : -1 | 12&0
CC1(C)Cc2c(c(-c3ccccc3)nc3sc4c(=O)[nH]c(=S)[nH]c4c23)CO1
 : 0 | -12
O=C(c1cnn(C(=O)c2cccc(S(=O)(=O)N3CCOCC3)c2)c1)c1cc(Cl)cc(Cl)c1O
 : 1 | -10
O=C(NC(=O)N1CCN(c2ccc([N+](=O)[O-])cn2)CC1)c1c(Cl)cccc1Cl
 : 5 | -11

The listing continues:
SMILES | 3CLpro inhibitor | PriA SSB inh
COc1ccc(NS(=O)(=O)c2ccc(N)cc2)nn1 | -1 | -13
COc1ccccc1N1CCN(C(=O)CSc2ncnc3c2cnn3-c2ccc(C)c(C)c2)CC1 | 2 | 11
Brc1ccc2[nH]c3c(N4CCc5ccccc5C4)ncnc3c2c1 | -1 | -8
COc1ccc(-c2cc(C(F)(F)F)c(C#N)c(SCC(=O)Nc3ccccc3C#N)n2)cc1 | -5 | -21
CCCCCCc1cc2cc(-c3nnc(-c4cc(OC)c(OC)c(OC)c4)o3)c(=O)oc2cc1O | 0 | -3
NC(=O)c1c(-c2cccs2)csc1N | 0 | 1
N#C/C(=C\c1cccc2ccccc12)c1nn(-c2ccccc2)c(N)c1C#N | 4 | 3
O=C(Cn1nc2sc3ccccc3n2c(=O)c1=O)c1ccc(Cl)cc1 | 2 | -6
CC(=O)C1=C(C)NC(SCSc2ccccc2)=C(C#N)C1c1cccnc1 (configuration not stated) | -3 | 0
COC(=O)c1cccc(OC(N)=O)c1 | -1 | -5
CCN(c1ccccc1)S(=O)(=O)c1ccc(C(=O)N(CCN(C)C)c2nc3c(F)cc(F)cc3s2)cc1 | 7 | 17&17
Cn1c(SCC(=O)Nc2ccc(N3CCOCC3)c(Cl)c2)nnc1-c1ccccc1 | -7 | -20
Cc1ccc(S(=O)(=O)N2CCC(=O)N(C(COCc3ccc(Cl)c(Cl)c3)Cc3ccccc3)CC2)cc1 (configuration not stated) | -1 | -6

Screening results from PubChem BioAssay.
